# Bioassay records (PubChem BioAssay)
# Platelet DG rel: platelet dense granule release activity; human platelet-rich plasma, SFLLRN dense granule ATP release, luminescence; inhibition, %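 (compounds screened at 7.5 µM in platelet-rich plasma)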; 300,000 tested, 0.22% active;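 active = mean replicate score, as percent of positive control, at or above 50; inconclusive = mean below 50 but at least one replicate at or above 50; inactive = mean and every replicate below 50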
# IEC-6 tox: kills IEC-6 intestinal cells in KLF5 counter-screen. IEC-6 cytotoxicity, luminescence viability. inhibition, % at 5 µM. 290,000 tested, 0.78% active; in the data active = inhibition above about 22%;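 also: 0% = plate median of test compound wells and 100% = cytotoxic reference compound wells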
# KLF5 inhibitor: inhibitors of KLF5 expression; 290,000 tested, 0.23% active; DLD-1 KLF5 promoter-luciferase reporter, luminescence; inhibition, % at 5 µM; AID 1700;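 active = inhibition above a per-plate limit of that plate's mean compound inhibition plus 3 SD, cut at about 60% in these data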;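 also: 0% = DMSO wells and 100% = LY294002 at 200 µM; higher means less KLF5 promoter-driven luciferase light; inactives centre near -14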
# HIF activator: HIF pathway transcriptional activation; activation, % at 7.5 µM (by protocol); AID 1910; 300,000 tested, 0.32% active; U2OS HRE-luciferase reporter, luminescence; normalized: DMSO 0%, desferrioxamine 100%;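 active = mean activation of at least 10% of the iron chelator positive control signal, with at least half of replicates also reaching 10%; inconclusive = mean and replicate majority disagree about reaching 10%; inactive = mean and most replicates under 10%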
# aSyn 5UTR inh: MLPCN primary screen, SNCA 5' untranslated region; 300,000 tested, 0.82% active; inhibition, % (tested at 7.5 µM); alpha-synuclein 5'UTR reporter, inhibitor activity; AID 1813; in the data active = inhibition above about 60%; inconclusive = no clear call, values can overlap the other calls;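 also: H4 neuroglioblastoma cells stably carrying SNCA 5'UTR luciferase fusion; 0% = DMSO wells and 100% = positive control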
# HSF1 inh: HSF1 inhibition; NIH3T3-HGL HSE-luciferase, MG132-induced, luminescence 8 h; stronger effect = lower value; activity change, negative = inhibition, % at 7.5 µM (by protocol); 300,000 tested, 0.77% active;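 active = more than half of replicate wells show activity change below -50%, luminescence cut by over half; inconclusive = some wells, but at most half, below -50%; inactive = no replicate well below -50%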;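 also: luciferase reports HSF-1 transcriptional activity via heat shock element; 0% = median of DMSO wells and -100% = zero luminescence signal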
# HDAC3 inhib: blocks human histone deacetylase 3 | O15379 | recombinant HDAC3, fluorogenic peptide/trypsin coupled, fluorescence | inhibition, % at 8.3 µM | 320,000 tested, 0.15% active; in the data active = inhibition above about 26%, passing the limit was not always enough; inconclusive = no clear call, values can overlap the other calls
# Target sequence (O15379 whole entry, looked up): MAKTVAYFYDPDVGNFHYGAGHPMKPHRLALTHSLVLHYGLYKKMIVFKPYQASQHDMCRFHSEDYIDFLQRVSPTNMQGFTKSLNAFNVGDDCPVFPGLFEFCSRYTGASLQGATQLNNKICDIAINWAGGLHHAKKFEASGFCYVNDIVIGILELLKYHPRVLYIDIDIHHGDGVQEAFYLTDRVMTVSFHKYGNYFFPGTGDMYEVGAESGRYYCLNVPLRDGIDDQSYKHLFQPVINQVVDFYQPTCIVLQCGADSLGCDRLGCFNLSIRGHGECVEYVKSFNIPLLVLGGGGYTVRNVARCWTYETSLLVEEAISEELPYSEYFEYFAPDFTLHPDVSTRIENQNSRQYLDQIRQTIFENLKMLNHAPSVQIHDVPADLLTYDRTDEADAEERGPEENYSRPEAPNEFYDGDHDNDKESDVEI
# AI-2 QS mod: Vibrio harveyi AI-2 quorum sensing modulation; Vibrio harveyi JMH597 AI-2 luminescence/OD600 ratio, 9 h; stronger effect = lower value; strain lacks LuxN and CqsS sensors; 0 = neutral-control median; activity change, % at 7.5 µM; 300,000 tested, 0.4% active; in the data active = activity change below about -75%, passing the limit was not always enough; inconclusive = no clear call, values can overlap the other calls;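 also: luminescence divided by OD600 gain over 9 h not by final OD600 alone; inactives centre near 13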
# HSP90 refold inh: blocks HSP90-mediated luciferase refolding in reticulocyte lysate. Rabbit reticulocyte lysate, luciferase refolding luminescence, 3 h. inhibition, % at 5.6 µM. 290,000 tested, 0.91% active;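 active = inhibition above the screen-wide mean plus 3 SD, computed separately per campaign, cut at about 16% in these data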;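 also: 0% = DMSO wells and 100% = 60 µM geldanamycin wells; inhibitors lower the luminescence because luciferase stays unfolded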
# HSF-1 act: increases HSF-1 driven luciferase reporter signal; 300,000 tested, 1.7% active; activation, % at 9 µM; NIH3T3-HGL HSF-1 luciferase reporter, MG132, 8 h; 100% = twice DMSO control signal;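 active = mean replicate activation of at least 50% with a set share of replicates each reaching 50%; inconclusive = only one of those two conditions met; inactive = mean below 50% and too few replicates reaching it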;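 also: 0% = median of the neutral control wells and 100% = twice that signal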
# The depositor's hits bear a star; ? = inconclusive; · = not tested or not shown.
# Value order: KLF5 inhibitor, aSyn 5UTR inh, IEC-6 tox, HIF activator, HDAC3 inhib, HSF1 inh, Platelet DG rel, AI-2 QS mod, HSF-1 act, HSP90 refold inh
Cc1ccnc(NS(=O)(=O)c2ccc(NC(=O)C(C)(C)C)cc2)n1
 : -31, -6, 2, 0.3, -1, -1, 0, 5, -16, -6
COC(=O)c1sccc1NC(=O)c1ccco1
 : -17, -17, 4, -0.1, 3, -11, 6, 9, 2, 2
COc1ccc(N(CC(=O)Nc2ccc(C)cc2)S(=O)(=O)c2c(C)noc2C)cc1
 : -6, 18, 3, 0.3, 3, 6, 1, 5, -1, 0
CCCOc1ccc(/C=N/NC(=O)CSc2ccccn2)cc1OC
 : -17, -77, 1, ?, -2, 10, 4, 23, 4, 0
O=C(c1c(F)cccc1Cl)N1CCN(S(=O)(=O)c2ccc3c(c2)OCCCO3)CC1
 : -12, -10, -3, -1.0, 2, 2, -2, 14, 11, 0
CN(C)c1ccnc(C(=O)O)c1
 : 1, -1, 1, -0.3, -4, -5, 1, 20, -8, -3
CCCC(=O)NC(c1ccco1)c1cc(Cl)c2cccnc2c1O (stereo unspecified)
 : -17, 40, 5, -0.1, -9, -40, -1, -5, -41, 8
Cc1ccc(-c2cc(C(F)F)nc(N3CCC(C)CC3)n2)cc1
 : -22, 3, 2, -0.8, 2, -10, 10, 8, -11, -1
O=C(Cc1ccccc1Cl)N1CCOCC1
 : -12, -1, 3, -0.9, 3, 3, 3, 13, -9, 1
O=c1c(Cc2ccccc2)c(O)ccn1Cc1ccc2c(c1)OCO2
 : -17, 30, 4, -0.2, -8, 19, -4, 16, 12, 1
Cc1cccc(CCNC(=O)C2CCCN(c3cnccn3)C2)c1 (stereo unspecified)
 : -1, 0, 4, 0.6, ·, 2, 1, 28, -6, 3
O=C(NC1CCCc2ccccc21)C1CCN(c2nnc(-n3cccc3)s2)CC1 (stereo unspecified)
 : -25, 1, 10, -0.1, 6, 9, 6, 4, -17, -2
Cc1cccn2c(=O)c3cc(C(=O)NC4CCCC4)c(=N)n(C4CCCC4)c3nc12
 : -31, -18, 9, -27, -342, -7, -3, 25, 0, 2
CCOc1ccc(N2C(=O)CC(Sc3nnnn3-c3ccccc3)C2=O)cc1 (stereo unspecified)
 : -17, 22, 2, -0.1, ·, 30, 6, 20, ?, -2
FC(F)(F)c1cccc(N2CCN(C(=S)NC3CCCC3)CC2)c1
 : 19, -4, -1, 0.2, 0, 11, 0, -4, 18, -1
Cn1sc(NC(=O)c2ccccc2)nc1=O
 : -65, -73, 1, 0.5, 6, 5, -1, 92, 9, -2
Cc1cnc(C(=O)NCC(c2ccccc2)c2ccccc2)cn1
 : -9, 13, 3, -0.2, 5, -3, 30, 23, -8, -3
COc1cccc(CNC2CCCCCCC2)c1OC
 : -13, -5, 1, 0.8, 1, -3, 8, 26, 3, 0
CC1CN(Cc2nc3c(c(=O)n(C)c(=O)n3C)n2CCN2CCOCC2)CC(C)O1 (stereo unspecified)
 : 5, 21, 4, -0.3, ·, -4, -2, 14, 0, 0
CCCn1nnc(NC(=O)c2ccc(OCC)c(Cl)c2)n1
 : 2, -27, 2, 0.2, 6, -1, 2, 8, 2, 0
O=C(c1cnsn1)N1CCC(CO)(Cc2ccc(Cl)cc2)CC1
 : -6, 10, 3, -0.3, 3, 6, 1, 12, 8, -2
O=C(CSc1nnc(CNC(=O)c2c(F)cccc2Cl)o1)c1ccccc1
 : -28, 4, -2, -1.5, 5, -2, -5, 4, -23, -1
O=C(CN(c1ccccn1)S(=O)(=O)c1ccccc1)Nc1ccccc1
 : -3, 9, -1, 0.1, -6, 0, -3, 22, -10, -3
O=C(NC1CCS(=O)(=O)C1)/C(=C\c1ccccc1)NC(=O)c1ccccc1 (stereo unspecified)
 : 7, 16, 3, 0.2, 3, -4, -7, 22, -16, -7
COc1ccc(/C=C(\C#N)C(=O)NCc2cccs2)cc1OC
 : -8, 5, 1, 0.0, 3, -9, -5, 15, 6, 1
O=C(OCc1nnc(-c2ccccc2)o1)c1ccc([N+](=O)[O-])o1
 : ·, 1, ·, -0.2, 0, -6, 0, 34, -7, ·
Nc1c(C(=O)NCc2cccs2)nnn1CC(=O)Nc1cccc(Cl)c1
 : 23, 11, 10, -0.2, 8, -3, -6, -33, 13, 3
Cc1ccc(Cl)c2c(N=Nc3ccccc3)c(O)[nH]c12
 : -114, -170, 9, 1.2, 0, 8, -5, 5, 13, 0
COc1ccccc1N1CCN(S(=O)(=O)c2ccc(NC(C)=O)cc2)CC1
 : -16, 7, 4, -0.9, 3, -1, -4, 28, -6, 1
Cc1cccc(-n2c(-c3csc4ccccc34)n[nH]c2=S)c1
 : -27, 16, -10, 0.4, 4, -4, -1, -1, -1, 1
CC(C)(C)N(NC(=O)Nc1ccccc1)C(=O)c1ccccc1
 : -55, 3, 4, -0.2, 4, -7, 1, -7, -7, -2
COc1cc2nc(N(CCN(C)C)C(=O)c3ccc(S(=O)(=O)N(C)CC4CCCO4)cc3)sc2cc1OC (stereo unspecified)
 : -25, -2, -3, 0.4, ·, -1, -2, 12, 7, -3
NC(=O)C1CCN(C(=O)c2ccc(Oc3cc(Cl)cc(Cl)c3)o2)CC1
 : -12, 9, 1, -0.5, 5, 5, 4, 16, -4, -3
COc1ccccc1C(=O)Nc1c[nH]c(=O)[nH]c1=O
 : -9, 8, 5, -1.9, -5, 2, 96*, 12, 13, 0
Cc1nc(-c2cccc(NS(=O)(=O)c3cccc4ccccc34)c2)cs1
 : -1, -3, -4, -0.1, -3, -6, 10, 19, -2, 4
CCCC(=O)Nc1ccc2nc(SCC(=O)Nc3ccc(N4CCOCC4)c(Cl)c3)sc2c1
 : -47, -150, -5, 1.6, 11, 17, -1, 16, 45, 1
CCC(C(=O)O)N1C(=O)c2ccccc2C1=O (stereo unspecified)
 : -1, 8, -1, -0.1, 7, 1, 0, 17, -1, -2
Nc1ncc(-c2ccccc2)c(-c2ccc(OCc3ccccc3)cc2O)n1
 : -25, 31, -1, 0.1, 8, 5, -2, -5, 5, 0
COc1cc(/C=N/Nc2nc3ccccc3[nH]2)cc(Br)c1OCC(=O)N(C)C
 : -8, -41, 7, 0.2, 2, -11, 6, 29, -2, -1
O=C(CC(=O)c1ccccc1)Nc1cc([N+](=O)[O-])ccc1Cl
 : -20, -25, 3, -1.2, -8, 4, 4, 3, 8, 0
Cc1cc(OCC(=O)N(C)c2ccccc2)cc2c1C(=O)CC(C)(C)O2
 : -26, -19, 3, 0.1, -1, 6, -11, 12, 13, 0
Cc1cc(C(=O)N/N=C/c2ccc(C)o2)c2ccccc2n1
 : 39, 65*, 17, 0.5, 0, -5, 9, 26, -8, 1
COc1ccccc1-n1cnnc1SCC(=O)N1CC(=O)Nc2ccccc21
 : -8, 9, 5, -0.3, 2, 5, -7, -2, 3, -2
Cc1cc(C(=O)CCl)c(C)n1CCc1ccc(F)cc1
 : -41, 4, -8, -0.6, 7, -1, -4, 8, 31, -5
O=C1[C@@H]2[C@@H]3C[C@@H]([C@H]4ON=C(c5ccc(Cl)cc5)[C@@H]34)[C@@H]2C(=O)N1c1ccc2c(c1)OCO2
 : 3, -12, -2, 0.0, 2, -10, -10, 10, 3, 1

# Overlap with the part before: 2 entries; new compounds follow.
# Value order: KLF5 inhibitor, aSyn 5UTR inh, IEC-6 tox, HIF activator, HDAC3 inhib, HSF1 inh, Platelet DG rel, AI-2 QS mod, HSF-1 act, HSP90 refold inh
Cc1cc(C(=O)CCl)c(C)n1CCc1ccc(F)cc1
 : -41, 4, -8, -0.6, 7, -1, -4, 8, 31, -5
O=C1[C@@H]2[C@@H]3C[C@@H]([C@H]4ON=C(c5ccc(Cl)cc5)[C@@H]34)[C@@H]2C(=O)N1c1ccc2c(c1)OCO2
 : 3, -12, -2, 0.0, 2, -10, -10, 10, 3, 1
CCOc1ccc(CCNC(=O)Cn2cccc2C(=O)c2ccccc2)cc1OCC
 : 8, 7, -1, -0.5, 2, 0, -2, 0, 16, -3
COc1ccccc1C1c2c(C)nn(-c3ccccc3)c2NC(=O)C1NC(=O)c1ccccc1 (stereo unspecified)
 : -6, 3, 0, 0.0, -6, -2, 15, 4, -5, 2
CCOC(=O)c1cnc2c(OC)cccc2c1N1CCN(c2ccc(OC)cc2)CC1
 : -9, 28, -10, 0.1, 8, 0, ·, 17, 7, 0
CCSc1nnc(NC(=O)CCCOc2ccc(C)cc2)s1
 : -28, 8, -3, -0.1, 3, -3, -1, 16, -17, -2
O=C1CSC(c2ccccc2[N+](=O)[O-])N1CCc1ccccc1 (stereo unspecified)
 : -24, -40, 3, 0.2, 3, -4, 4, 10, 11, 3
Cn1c(CCC(=O)Nc2ccc(F)cc2)nc2cc(S(=O)(=O)N3CCOCC3)ccc21
 : ·, 1, ·, 1.2, 1, 1, 9, -1, 16, ·
CN(Cc1nc(Cc2cccc(F)c2)no1)CC1COCCO1 (stereo unspecified)
 : -3, 16, 9, -0.3, -3, -4, 1, 5, 5, 3
COc1ccccc1-c1c(C)oc2c(CN3CCOCC3)c(O)ccc2c1=O
 : -48, 19, -7, -0.5, -76, -1, -4, 19, 7, -4
O=C(CCl)N1CCN(S(=O)(=O)c2ccc3ccccc3c2)CC1
 : -7, 2, 1, 1.1, 5, 43, 1, 19, 46, 2
O=C(c1cccc(S(=O)(=O)N2CCCC2)c1)N1CCCC(C(F)(F)F)C1 (stereo unspecified)
 : ·, 3, ·, 0.4, ?, -3, -1, -1, 4, ·
Cc1ccc(NCCC(=O)c2ccc(Cl)cc2)cc1
 : 6, -119, 4, 1.1, ·, 10, 1, -65, 0, 3
Cc1ccc(-c2nc(NC(=O)CSc3nnc4scc(-c5ccccc5)n34)ns2)cc1
 : ·, -6, ·, 0.4, -9, 3, 5, 14, 2, ·
CCOC(=O)Nc1ccc2c(CN3CCC(C(=O)OC)CC3)cc(=O)oc2c1
 : -25, 2, -1, -1.6, -54, 2, 16, 4, 34, 5
CCN(Cc1ccccc1)C(=O)C1CCN(Cc2sccc2C)CC1
 : 10, -22, -5, -0.2, 1, -56*, -11, 16, -65, -2

# Four neighbouring records already listed, for reference:
# Value order: KLF5 inhibitor, aSyn 5UTR inh, IEC-6 tox, HIF activator, HDAC3 inhib, HSF1 inh, Platelet DG rel, AI-2 QS mod, HSF-1 act, HSP90 refold inh
COc1ccccc1C1c2c(C)nn(-c3ccccc3)c2NC(=O)C1NC(=O)c1ccccc1 (stereo unspecified)
 : -6, 3, 0, 0.0, -6, -2, 15, 4, -5, 2
CCOC(=O)c1cnc2c(OC)cccc2c1N1CCN(c2ccc(OC)cc2)CC1
 : -9, 28, -10, 0.1, 8, 0, ·, 17, 7, 0
CCSc1nnc(NC(=O)CCCOc2ccc(C)cc2)s1
 : -28, 8, -3, -0.1, 3, -3, -1, 16, -17, -2
O=C1CSC(c2ccccc2[N+](=O)[O-])N1CCc1ccccc1 (stereo unspecified)
 : -24, -40, 3, 0.2, 3, -4, 4, 10, 11, 3
